Assay outcomes as filed in PubChem.
TDP2 inh: blocks human TDP2 phosphodiesterase activity; O95551; recombinant TDP2, T5PNP hydrolysis, p-nitrophenol absorbance 415 nm; inhibition, % at 12.8 µM; hit rate 0.34% among 370,000;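 active = inhibition above the mean of all tested compounds plus 3 SD, set per campaign, cut at about 25% in these data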;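 also: 0% = DMSO with enzyme and 100% = buffer with substrate but no TDP2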
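Test system: human TDP2 enzyme; Input: 120 nM TDP2 per well; Buffer or medium: Mg2+-containing Tris-HCl buffer, pH 7.5; Reagent: 5 mM T5PNP; Dosing: 12.8 µM single point, 1% DMSO; Incubation: reaction 2 h, 37 °C; Detection: p-Nitrophenol epi absorbance; Read-out: % inhibition relative to enzyme-containing and enzyme-free wells; Replicates: single well per compound.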
ADAM10 inh: inhibitors of human ADAM10 | O14672 | recombinant ADAM10, EDANS/DABCYL FRET peptide cleavage, 3 h | inhibition, % at 7 µM | hit rate 0.62% among 370,000 | AID 720582;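 active = inhibition above a per-campaign cutoff equal to the mean of compounds falling between control-based bounds plus 3 SD, cut at about 20% in these data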;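 also: 0% = DMSO wells while the 100% control is not disclosed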
PLCg1 inh: blocks human PLC-gamma1 enzyme activity; P19174; purified PLC-gamma1, fluorogenic substrate, fluorescence; inhibition, % at 12.2 µM; hit rate 0.84% among 370,000; in the data active = inhibition above about 9.5%
ADAM17 inh: inhibits human ADAM17; P78536; recombinant ADAM17, EDANS/DABCYL FRET peptide cleavage; inhibition, % at 6.95 µM; hit rate 0.83% among 370,000;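 active = inhibition above the mean of compounds lying between control limits plus 3 SD, set per campaign, cut at about 8.5% in these data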;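 also: 0% = DMSO-only wells as the low control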
Target sequence (P78536 215-824 limits assumed): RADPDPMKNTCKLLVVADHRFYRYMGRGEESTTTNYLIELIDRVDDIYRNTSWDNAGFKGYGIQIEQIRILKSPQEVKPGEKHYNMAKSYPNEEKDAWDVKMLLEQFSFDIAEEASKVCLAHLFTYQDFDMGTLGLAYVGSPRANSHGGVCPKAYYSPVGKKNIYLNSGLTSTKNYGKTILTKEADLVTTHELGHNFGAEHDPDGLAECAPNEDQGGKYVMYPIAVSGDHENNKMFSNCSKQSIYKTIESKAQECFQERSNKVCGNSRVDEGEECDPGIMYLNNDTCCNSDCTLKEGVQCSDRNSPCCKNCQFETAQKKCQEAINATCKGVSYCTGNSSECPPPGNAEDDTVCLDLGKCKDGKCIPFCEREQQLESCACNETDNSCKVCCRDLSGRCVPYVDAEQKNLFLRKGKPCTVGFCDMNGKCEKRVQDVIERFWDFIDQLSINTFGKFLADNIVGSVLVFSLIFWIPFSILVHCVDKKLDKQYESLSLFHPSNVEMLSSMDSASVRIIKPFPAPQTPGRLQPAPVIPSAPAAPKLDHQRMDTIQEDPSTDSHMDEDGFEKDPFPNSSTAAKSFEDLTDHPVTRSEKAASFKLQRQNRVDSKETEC
LEDGF integ inh: blocks HIV-1 LEDGF/p75-dependent DNA integration. inhibition, % at 3.7 µM. AID 743269. TR-FRET IN-LEDGF/p75 DNA integration, Eu/Cy5. hit rate 0.64% among 370,000;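 active = inhibition above the screen-wide mean plus 3 SD, cut at about 13% in these data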;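 also: signal is the Cy5 over europium emission ratio at 671 and 618 nm; 0% = plate median of compound wells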
DDE Tn6 FP inh: disrupts Tn6 cyclic peptide binding to fibrin D-Dimer-E complex. AID 720509. inhibition, % at 8.3 µM. hit rate 0.21% among 370,000. P02675. Fibrin DD(E) TRITC-Tn6 fluorescence polarization displacement;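 active = inhibition above a per-campaign cutoff: mean of compounds within control limits plus 3 SD, cut at about 15% in these data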;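 also: 0% = median of all compound wells on the plate and 100% = blocking peptide control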
ASAP1 inh: blocks human ASAP1-stimulated Arf1 GTP hydrolysis; Q9ULH1; GDP FP detection; inhibition, % at 16.5 µM; hit rate 0.19% among 360,000; AID 624377; in the data active = inhibition above about 25%;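 also: 0% = vehicle with enzyme and substrate and 100% = no enzyme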
Target sequence (Q9ULH1 325-724 limits assumed): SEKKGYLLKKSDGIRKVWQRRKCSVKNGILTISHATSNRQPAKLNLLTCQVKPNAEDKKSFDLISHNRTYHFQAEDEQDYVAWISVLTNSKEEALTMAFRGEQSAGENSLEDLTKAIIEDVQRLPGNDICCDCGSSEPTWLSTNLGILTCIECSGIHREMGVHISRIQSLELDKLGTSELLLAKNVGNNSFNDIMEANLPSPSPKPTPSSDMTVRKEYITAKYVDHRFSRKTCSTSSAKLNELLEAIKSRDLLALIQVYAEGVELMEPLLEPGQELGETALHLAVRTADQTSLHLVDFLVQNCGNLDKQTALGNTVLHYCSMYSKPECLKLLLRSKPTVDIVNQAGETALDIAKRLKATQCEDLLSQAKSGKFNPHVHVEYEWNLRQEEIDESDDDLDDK
KLK7 zymogen act: activators of human kallikrein-7 zymogen; activation, % at 7 µM; hit rate 0.9% among 370,000; purified proKLK7, EDANS-DABCYL substrate fluorescence; 100% is mature enzyme control, 0% vehicle;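 active = activation above the mean of all tested compounds plus 3 SD, computed per campaign excluding outliers beyond control limits, cut at about 13% in these data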
ARFGAP1 inh: rat ARFGAP1 inhibition; Q62848; inhibition, % at 16.5 µM; Arfgap1-stimulated ARF1 GTP hydrolysis, GDP FP detection; hit rate 0.26% among 360,000; AID 651572;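 active = inhibition above a per-plate limit, mean inhibition of low control wells plus 3 SD, cut at about 25% in these data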;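 also: 0% = DMSO wells with enzyme and 100% = wells lacking Arfgap1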
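System: truncated rat Arfgap1 GAP domain / Medium: HEPES-based buffer, pH 7.5 / Also added: N-terminally truncated human ARF1-GTP substrate / Incubation: enzyme reaction 120 min at 25 °C after 20 min preincubation / Measured by: FP of antibody-bound GDP Alexa 633 tracer, ex 620/em 688 nm / Replicates: singlicate, each compound tested once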
DDE Tn7 FP inh: inhibitors of Tn7 peptide binding to human fibrin DD(E) | AID 720508 | hit rate 0.13% among 370,000 | inhibition, % at 8.3 µM | FP displacement of FITC-Tn7 peptide from fibrin DD(E); 0% = median of compound wells per plate | P02675;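 active = inhibition above the mean of compounds falling within the control limits plus 3 SD of them, cut at about 14% in these data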;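 also: 0% = plate median of compound wells and 100% = 10 µM Aha-Tn7 peptide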
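Measure: % inhibition scaled between sample-field median and high-control FP; Test system: human fibrin DD(E); Quantity: 2 µM final DD(E) protein; Doses: one dose, 8.3 µM nominal; Schedule: compound with protein 10 min, then 3 h after probe, room temperature; Detection: fluorescence polarization; Medium: Tris buffer with calcium and detergent, pH 7.8.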
* marks the source's active call; other numbers are inactive results; i = inactive; x = no result given. Outcome played no part in choosing rows; about 4.2% have a hit in one of these screens.

TDP2 inh,ADAM10 inh,PLCg1 inh,ADAM17 inh,LEDGF integ inh,DDE Tn6 FP inh,ASAP1 inh,KLK7 zymogen act,ARFGAP1 inh,DDE Tn7 FP inh,mol
15,0,2,0,4,2,-12,-0.5,6,2,C=CCn1c(SCC(=O)NC)nc2sc3c(c2c1=O)CCC3
3,-328,-26,-109,0,3,3,0.3,4,-2,N#Cc1nc(-c2ccco2)oc1N1CCOCC1
5,-8,0,-5,-2,-2,-2,-0.2,5,5,CC(C)CCN1C(=O)c2ccc(C(=O)NCc3ccccn3)cc2C1=O
-5,-2,3,-7,-1,-2,6,0.0,6,7,COc1ccc(N2CCN(C(=O)CCCCCn3c(=O)[nH]c4ccsc4c3=O)CC2)cc1
-9,-6,-2,-3,-5,4,-8,-0.3,14,6,CCOC(=O)C1=C(COC(=O)COc2ccc(C(C)=O)cc2)NC(=O)NC1C (configuration not stated)
10,-4,-2,-2,1,1,8,0.5,-5,-3,Cc1ccc(C(=O)NCCN2CCN(C(=O)c3ccc(C)c(C)c3)CC2)cc1C
13,-27,-6,-15,2,7,-3,0.4,6,-4,COC(=O)CNC(=O)C1CCN(c2nc(C)cc(C)n2)CC1
-9,-9,-2,-4,-9,6,-10,0.2,5,3,COc1ccccc1NC(=S)N1CCN(c2ccc(F)cc2)CC1
0,3,0,-1,0,12,x,-0.5,x,6,COc1ccccc1C(=O)NC1CCCCN(Cc2cccc(F)c2)C1=O (configuration not stated)
5,3,-1,5,-2,-7,-5,0.0,-6,-4,COC(=O)[C@]12CCCCC=C1N(Cc1ccc3c(c1)OCO3)C(=O)[C@H](CC(=O)N1CCC(c3ccccc3)CC1)C2
0,-9,0,-2,1,2,-5,0.3,10,1,COC(=O)c1cc(NC(=O)CSc2ncn[nH]2)ccc1Cl
2,-14,-8,-1,-2,-2,-1,-0.2,0,4,O=C(NC(c1ccc2ccccc2n1)c1cccs1)C1CCN(Cc2cccc(C(F)(F)F)c2)CC1 (configuration not stated)
4,2,-2,-2,-4,4,-11,0.5,-9,2,CN(Cc1ccnc2ccccc12)C(=O)C1CCC(=O)N(Cc2ccccc2F)C1 (configuration not stated)
-4,-8,-39,-1,2,-6,x,-0.2,x,-10,CCn1c2ccccc2c2cc(C=NNC(=O)CSc3nc4ccccc4c(=O)n3-c3ccccc3)ccc21
-2,4,5,2,0,-8,5,0.6,-10,4,COc1ccccc1N1CCN(C2CCCN(S(=O)(=O)c3ccc(C)cc3)C2)CC1 (configuration not stated)
-6,-2,0,-2,-1,9,-9,-0.1,4,2,CCCC(=O)NCCc1nc2ccccc2n1CC(=O)c1ccccc1
12,-5,-30,-4,0,-7,0,0.8,3,1,COc1cccc(-n2c(C)c3c(OC)cccc(=O)c3c2C)c1
5,2,-2,-4,0,4,-1,-0.6,-9,-7,CC(C)n1c(Nc2ccccc2)nc2ccccc21
-5,6,-2,-2,0,4,7,0.5,-5,-2,CC(OC(=O)Cc1ccc(Br)cc1)C(=O)NC1CCCCC1C (configuration not stated)
10,2,-24,-4,4,5,0,-0.7,-11,-4,N#C/C(=C/c1ccc(N2CCCCCC2)o1)c1cccc(F)c1

A draw from above in order of SMILES length, low to high.
TDP2 inh,ADAM10 inh,PLCg1 inh,ADAM17 inh,LEDGF integ inh,DDE Tn6 FP inh,ASAP1 inh,KLK7 zymogen act,ARFGAP1 inh,DDE Tn7 FP inh,mol
3,-328,-26,-109,0,3,3,0.3,4,-2,N#Cc1nc(-c2ccco2)oc1N1CCOCC1
5,2,-2,-4,0,4,-1,-0.6,-9,-7,CC(C)n1c(Nc2ccccc2)nc2ccccc21
0,-9,0,-2,1,2,-5,0.3,10,1,COC(=O)c1cc(NC(=O)CSc2ncn[nH]2)ccc1Cl
0,3,0,-1,0,12,x,-0.5,x,6,COc1ccccc1C(=O)NC1CCCCN(Cc2cccc(F)c2)C1=O (configuration not stated)

Carrying on:
TDP2 inh,ADAM10 inh,PLCg1 inh,ADAM17 inh,LEDGF integ inh,DDE Tn6 FP inh,ASAP1 inh,KLK7 zymogen act,ARFGAP1 inh,DDE Tn7 FP inh,mol
-9,-5,-1,-1,-8,3,2,-0.1,5,0,O=C(CC[C@H]1O[C@@H](n2cnc3c(NC(=O)c4ccccc4)ncnc32)[C@H](O)[C@@H]1O)NCCc1cc2ccccc2[nH]1
10,5,3,-4,3,-6,-8,0.2,0,-6,COCCCNc1nc2nonc2nc1NCCSC
-15,-13,-5,-3,-2,0,1,-0.1,-17,7,Cc1cccc(NC(=O)CCC(=O)c2cccs2)n1
2,6,0,1,-1,1,-4,0.6,5,-5,O=C(c1[nH]c(C(F)(F)F)nc1-c1ccccc1)N1CCC(C(O)(c2ccccc2)c2ccccc2)CC1
5,-6,0,-7,-3,-2,-10,-0.2,4,-3,CN(C)CCCn1c(SCc2ccc(Cl)cc2)nnc1-c1ccncc1
-12,-4,6,1,-1,1,-7,-1.3,1,-9,O=C1CCCN1CC(CN1CCOCC1)Sc1nc2ccccc2c(=O)n1-c1ccccc1 (configuration not stated)
0,-2,-1,-2,-6,10,-17,-0.1,-3,9,Cc1ccc(-c2nc(CCNC(=O)c3ccco3)cs2)cc1
1,-18,-211,-8,-1,-7,-5,1.6,-1,-5,Cc1csc(SCC(=O)Nc2cccc3nsnc23)n1
-4,-8,-2,-2,-4,2,0,0.4,-8,1,CCc1noc(C)c1C(=O)N1CCN(S(=O)(=O)c2ccc(Cl)cc2)CC1
2,-11,-50,-7,1,-1,-16,-1.6,-3,5,CCCS(=O)(=O)c1c(S(=O)(=O)CCC)c2c(N)cccn2c1C(=O)OC
-2,4,-1,-3,0,-6,24,0.1,-4,2,O=C1c2ccccc2C(=O)C1c1ccnc2ccccc12
5,-8,3,-1,-4,6,-13,0.0,-9,-2,Cc1ccc(CNC(=O)CCc2c(C)nc3c(c(C)nn3-c3ccc(C)cc3)c2C)cc1
10,-3,-1,2,-4,0,2,-0.3,0,2,CCOc1cccc(-c2c(C(=O)N/N=C/c3cccnc3)nnn2-c2nonc2N)c1
-9,1,-2,-7,-1,-1,-6,0.3,9,2,O=C(NCCCCCCNC(=O)OC1CCS(=O)(=O)C1)OC1CCS(=O)(=O)C1 (configuration not stated)
-4,-1,-2,-2,-2,4,12,0.4,-5,6,O=C(c1ccc(Cl)c(Cl)c1)N1CCOCC1
9,-3,0,6,2,-2,12,-0.6,-4,-1,CCOC(=O)c1ccc(NC2=CC(=O)C(=O)c3ccccc32)cc1
2,-5,-1,-3,-4,5,-12,0.8,0,3,Cc1ccc2oc(=O)cc(CN3CCCCC3)c2c1
-3,-6,0,-1,-5,4,6,-0.1,15,3,CCC(Sc1nc2cc(OC)c(OC)cc2c(=O)n1CCc1ccc(S(N)(=O)=O)cc1)C(=O)NCCOC (configuration not stated)
1,-9,4,-5,-3,11,9,-0.1,4,2,C[C@H]1CNC(=O)c2c(C(=O)NC3CCN(C(=O)OC(C)(C)C)CC3)ncn21
6,-8,-1,-3,0,7,-7,0.3,0,2,O=C(O)COc1ccccc1/C=N/NC(=O)CSc1nc2ccccc2c(=O)n1-c1ccc(Cl)cc1
7,-4,3,1,0,2,-13,0.1,-9,-4,O=C(Cn1cc2c(n1)CCCC2)NCc1cccc(Cl)c1
-1,-12,-1,-4,0,0,14,-0.1,11,10,CN(C(=O)COC(=O)c1ccc(Cl)s1)C1(C#N)CCCCC1
8,1,0,-1,-2,6,17,0.3,10,6,COc1ccc(OC)c(N(CC(=O)Nc2ccccc2F)S(=O)(=O)c2ccccc2)c1
0,-2,1,-2,2,1,2,0.2,4,-4,O=C(CN1C(=O)CCC1=O)Nc1ccc(S(=O)(=O)N2CCOCC2)cc1
3,1,0,-3,-2,-4,8,0.5,-5,3,COc1ccc(C(=O)NC2CC2)cc1OC1CCN(Cc2ccc(SC)cc2)CC1
-9,-282,i,-106,1,-1,9,-4.8,4,-1,COc1ccc(-c2cc(C(F)(F)F)nc(SCC(=O)NCc3ccco3)n2)cc1OC
-10,-2,-1,-4,-8,-5,-4,0.4,-4,2,CCCC(=O)Nc1sc(Cc2ccccc2)c(C)c1C(N)=O
9,7,1,-2,-1,-4,6,0.7,5,1,CC(=O)Cc1nsc(NC(=O)c2c(-c3ccccc3Cl)noc2C)n1
-3,9,-1,5,0,8,8,-0.1,-1,3,CC1(C(=O)Nc2ccc(F)c(Cl)c2)Cc2c(-c3ccccc3)ccnc2O1 (configuration not stated)
9,-2,-3,-1,3,7,-2,-0.2,4,-5,Cc1ccc(/C=C/C(=O)NCCc2ccccc2)o1
11,-9,0,-4,0,1,16,0.7,15,1,O=C1CC(c2ccc(O)cc2)Oc2ccccc21 (configuration not stated)
-3,6,-2,-1,-2,-4,-6,-0.2,7,-1,COc1ccc(CCN2CCCC(CN(C)C(=O)c3cc(C)oc3C)C2)cc1 (configuration not stated)
-11,2,2,-2,3,0,9,0.2,7,-4,Cc1[nH]c2ccccc2c1C(=O)COC(=O)c1ccc[n+]([O-])c1
1,-5,-4,-1,2,-2,-9,-0.7,-13,-1,C/[N+]([O-])=C\C1C(=O)CC(C)(C)CC1=O
-4,12,8,5,5,-4,-3,0.8,-1,4,O=C(c1ccco1)N1CCN(S(=O)(=O)c2ccc(S(=O)(=O)NC3CCCCC3)cc2)CC1
6,6,-171,1,-4,1,-9,-1.1,3,5,NNC(=O)c1cc(-c2ccc(N)cc2)nc2ccc(Br)cc12
4,1,2,-3,2,-6,6,0.4,14,0,O=C(NNc1cccc(Cl)n1)c1cccnc1Cl
4,0,4,-1,0,0,-16,0.2,-14,3,O=[N+]([O-])c1cc2c(c([N+](=O)[O-])c1)Nc1ccccc1O2
-8,-9,-9,-2,-4,2,4,-0.6,18,-7,O=c1nccc(NCc2ccco2)[nH]1
0,4,-3,-4,1,3,-16,0.2,12,-5,O=C(Nc1nc(-c2ccccc2)cs1)c1ccco1
1,-11,3,3,0,-7,13,-0.4,13,-3,COCCNC(=O)CN1C(=O)COc2ccc(S(=O)(=O)N3CC(C)CC(C)C3)cc21 (configuration not stated)
-1,i,i,-467,-2,-13,-5,-1.2,-6,-2,Cc1c(OC(C(=O)O)c2ccccc2)ccc2c1oc(=O)c1ccccc12 (configuration not stated)
3,-16,0,-6,3,-7,-8,-0.1,-4,1,CCN(CC(=O)Nc1ccc(NC(C)=O)cc1)C(=O)CCN1C(=O)c2cccc([N+](=O)[O-])c2C1=O
